TrxR1 substrate: rat thioredoxin reductase 1 substrate activity | O89049 | purified TrxR1 substrate turnover, NADPH consumption readout | Potency, µM (highest dose often 114 µM), inactives show at the highest dose activity change, negative = substrate turnover | 390,000 tested, 0.01% active; also: potency is read from the fitted curve at half-maximal effect; % is scaled to controls: 0 for no effect and ±100 for the full control effect; nearly all actives have a fitted effect of over 50% in size
Target sequence (O89049 whole entry, looked up): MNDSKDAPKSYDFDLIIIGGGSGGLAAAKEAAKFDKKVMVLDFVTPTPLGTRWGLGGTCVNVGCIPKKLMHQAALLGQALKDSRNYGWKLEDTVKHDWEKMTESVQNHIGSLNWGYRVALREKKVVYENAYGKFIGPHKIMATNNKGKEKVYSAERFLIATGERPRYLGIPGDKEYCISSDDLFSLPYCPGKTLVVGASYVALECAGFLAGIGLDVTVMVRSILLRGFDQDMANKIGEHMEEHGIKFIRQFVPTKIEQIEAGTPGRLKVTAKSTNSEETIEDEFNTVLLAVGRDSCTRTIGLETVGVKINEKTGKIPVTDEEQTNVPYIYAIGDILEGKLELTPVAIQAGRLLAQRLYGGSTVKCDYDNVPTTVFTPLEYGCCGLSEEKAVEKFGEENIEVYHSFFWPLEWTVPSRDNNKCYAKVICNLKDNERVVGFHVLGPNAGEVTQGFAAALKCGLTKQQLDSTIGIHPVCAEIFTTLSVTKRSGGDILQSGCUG
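Rat TrxR1, dispensed at 90 nM, was prereduced with 400 uM NADPH (final) for 5 min at ~22 deg C, then incubated with compound 15 min before 400 uM selenite. A first-read NADPH fluorescence drop versus no-compound background flagged substrates.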
USP1-UAF1 inh: USP1/UAF1 (human) deubiquitinase inhibition; O94782; recombinant USP1/UAF1, Ub-Rhodamine cleavage fluorescence; Potency, µM (highest dose often 57.1 µM), without a hit: top-dose activity change, negative = inhibition, actives largely listed as inhibitors; 390,000 tested, 0.23% active; also: potency is read from the fitted curve at half-maximal effect; % is scaled to controls: 0 for no effect and ±100 for the full control effect; nearly all actives have a fitted effect of over 60% in size; inactives centre near -12
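Step one: compound is pinned into 1nM USP1/UAF1 in HEPES pH 7.8 buffer with TCEP. Step two: 15 min room-temperature incubation. Step three: Ub-Rho (150nM final) starts cleavage, tracked by fluorescence over six one-minute reads.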
HP1b binding inh: blocks HP1-beta chromodomain binding to methylated histone tails; P83916; Potency, µM (highest dose often 114 µM), for inactives: at the top dose activity change, negative = inhibition, usual class: inhibitors; 390,000 tested, 0.56% active; AID 540317; AlphaScreen HP1-beta / biotin-H3K9me3 peptide binding; also: potency is read from the fitted curve at half-maximal effect; nearly all actives have a fitted effect of over 70% in size; inactives centre near 23
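AlphaScreen: HP1-beta (50 nM) preformed 30 min with biotin-H3(1-18)K9me3 peptide (50 nM) in PBS pH 7.4, 0.01% Tween-20. Compound added for 30 min at RT, then streptavidin donor/nickel chelate acceptor beads (10 ug/mL) for 30 min.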
PGK inhibitor: inhibitors of T. brucei phosphoglycerate kinase; AID 602233; Potency, µM (highest dose often 57.5 µM), for the others: at the top dose activity change, negative = inhibition, usual class: inhibitors; PGK/GAPDH coupled, Kinase-Glo luminescence, 60 min; P07378; 380,000 tested, 0.043% active; also: potency is read from the fitted curve at half-maximal effect; % is scaled to controls: 0 for no effect and ±100 for the full control effect; nearly all actives have a fitted effect of over 60% in size
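Recombinant glycosomal PGK reaction used 1,3-bisphosphoglycerate generated in-well by GAPDH (100nM final) in 100mM TEA pH 7.6, 5mM MgCl2, 0.01% Tween-20. After 60 minutes at room temperature, ATP was read by Kinase-Glo Plus luminescence end-point.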
Pin1 inhibitor: inhibitors of human Pin1; Potency, µM (highest dose often 115 µM), inactives show at the top dose activity, negative = inhibition, usual class: inhibitors; Q13526; 390,000 tested, 0.009% active; Pin1 FP peptide displacement, HiFluor488, 10 min; active = well fitted inhibition curve with a large enough effect in the polarisation, with a control signal flat, not every such curve was filed as active; inconclusive = small, poorly fitted or top-dose-only effect, or effect the other way, or a change in a side signal; inactive = no such curve, though single readings can be large or run the other way; the % refers to the polarisation; also: potency is read from the fitted curve at half-maximal effect; % is scaled to controls: 0 for no effect and ±100 for the full control effect
PI4K2A block: inhibitors of human PI4K2A. Q9BTU6. purified PI4K2A, ADP-Glo luminescence, 1 h; hits give low values. activity change, negative = inhibition, % at 76.9 µM. 420,000 tested, 0.13% active; in the data active = activity change below about -50%; inconclusive = mostly about -30% to -49%;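 also: -100% = wells without enzyme as full effect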
Target sequence (Q9BTU6 whole entry, looked up): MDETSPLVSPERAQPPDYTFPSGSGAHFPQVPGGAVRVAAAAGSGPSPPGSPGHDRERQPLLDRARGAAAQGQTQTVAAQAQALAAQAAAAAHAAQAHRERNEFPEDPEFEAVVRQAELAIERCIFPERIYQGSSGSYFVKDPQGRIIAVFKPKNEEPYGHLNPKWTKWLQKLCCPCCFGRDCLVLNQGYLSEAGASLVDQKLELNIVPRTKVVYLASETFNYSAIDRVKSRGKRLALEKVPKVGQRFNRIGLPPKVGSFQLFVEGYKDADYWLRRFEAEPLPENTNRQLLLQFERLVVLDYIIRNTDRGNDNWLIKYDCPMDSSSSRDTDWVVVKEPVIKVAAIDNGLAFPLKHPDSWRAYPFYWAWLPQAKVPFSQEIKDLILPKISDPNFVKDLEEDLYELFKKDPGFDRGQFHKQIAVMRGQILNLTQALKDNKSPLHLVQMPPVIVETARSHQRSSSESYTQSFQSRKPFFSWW
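PI4K2A activity was measured by ADP-Glo luminescence: enzyme (4 ug/mL stock) and phosphatidylinositol (1.2 mM stock) in Tris pH 7.5/MgCl2/EGTA/Triton X-100 buffer were reacted with ATP (300 microM stock) for one hour at ambient temperature.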
IDH1 R132H inh: inhibitors of human mutant IDH1 R132H; IDH1-R132H enzyme, NADPH consumption, diaphorase/resazurin fluorescence; 390,000 tested, 0.093% active; Potency, µM (highest dose often 76.6 µM), for the others: top-dose activity change, negative = inhibition, hits mostly inhibitors; AID 602179; also: potency is read from the fitted curve at half-maximal effect; % is scaled to controls: 0 for no effect and ±100 for the full control effect; nearly all actives have a fitted effect of over 65% in size
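IDH1-R132H (0.5 ug/mL) preincubated 30 min with compound, then NADPH (0.016 mM) and alpha-KG (2 mM) added; 80 min at RT, pH 7.5. Remaining NADPH coupled via diaphorase/resazurin to fluorescence (540/590 nm); concentration-response curves normalized to no-enzyme control.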
TrxR1 inh: blocks rat thioredoxin reductase 1; AID 588453; recombinant rTrxR1, NADPH fluorescence consumption, selenite substrate; Potency, µM (titrated, usually from 114 µM), without a hit: at the top dose activity change, negative = inhibition, usual class: inhibitors; 390,000 tested, 1% active; also: potency is read from the fitted curve at half-maximal effect; % is scaled to controls: 0 for no effect and ±100 for the full control effect; nearly all actives have a fitted effect of over 65% in size
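Rat TrxR1 (90 nM in the dispensed reagent) was pre-reduced with 400 uM NADPH for 5 min at room temperature, then incubated with compound for 15 min. After 400 uM selenite was added, NADPH fluorescence (Ex 340/Em 450 nm) was followed for 8 min.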
GLS inh: glutaminase GLS (human) inhibition. O94925. GLS enzymatic activity, qHTS titration. Potency, µM (top dose mostly 45.5 µM), inactives show top-dose activity change, negative = inhibition, most hits filed as inhibitors. 410,000 tested, 0.21% active; also: potency is read from the fitted curve at half-maximal effect; % is scaled to controls: 0 for no effect and ±100 for the full control effect
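Enzyme dispensed in phosphate buffer (45 mM, pH 8.2, 0.02% Tween-20), compounds pinned in, then 1 mM L-glutamine solution and the glutamate oxidase–HRP–Amplex Red mix added; fluorescence read immediately and again after 30 min at room temperature.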
Numbers without * were called inactive; i = inactive; ? = inconclusive; . = not tested or not shown; & = joins results of further samples; [ ] = remark or other dose. Unless noted, calls follow the shape of the dose curve; as a rule, active = well fitted curve in the direction sought with a large enough effect; inconclusive = small, poorly fitted or top-dose-only effect, or another doubt; inactive = no such curve, though single readings can be large; an effect the other way counts as inactive or inconclusive. These rows are one share of the data; rates above refer to the full screens.

SMILES	TrxR1 substrate	USP1-UAF1 inh	HP1b binding inh	PGK inhibitor	Pin1 inhibitor	PI4K2A block	IDH1 R132H inh	TrxR1 inh	GLS inh
O=C(COc1nncc2ccccc12)Nc1ccc(Br)cc1F	-4%	-13%	28%	3%	24%	-3	-2%	7%	-4%
CC(C)(C)OC(=O)N1CCC(c2c(C(=O)N3CCN(Cc4ccccc4)CC3)cnn2-c2cccc(Cl)c2)CC1	-8%	-1%	-3%	0%	2%	2	0%	4%	9%
O=C(Cn1nc(C(F)F)cc1C1CC1)NCCC1=CCCCC1	8%	-8%	7%	-3%	-2%	-1	10%	14%	-2%
O=C(COC(=O)Cc1ccsc1)NCc1ccc(Cl)cc1	2%	-1%	25%	-6%	9%	-6	-2%	12%	1%
CCCOc1ccc(C2C(=O)N(C3CCC(C)CC3)CC(=O)N2CCc2ccccc2)cc1OC (centres undefined)	-7%[57.1 µM]	-11%	28%	i	0%	-11	4%	2%[57.1 µM]	6%
CC1CCC(NC(=O)CCS(=O)(=O)c2ccc3c(c2)NC(=O)CS3)CC1 (centres undefined)	-1%	-10%	32%	i	8%	3	-8%	1%	-2%
O=C(O)Cn1c(SCCOc2ccccc2)nc2ccccc21	12%	-17%	13%	-8%	0%	13	5%	19%	2%
Cc1noc(C)c1NC(=O)N(C)C[C@H]1Oc2c(NS(=O)(=O)c3cccs3)cccc2C(=O)N([C@H](C)CO)C[C@@H]1C	-6%[57.1 µM]	-31%	43%[activator]	i	-8%	-2	8%	13%[57.1 µM]	-4%
COc1ccc2c(c1)cc(C(=O)N[C@H](C(=O)N1CCC(C(=O)O)CC1)C(C)C)n2C	119%[activator]	-14%	30%	i	-8%	7	2%	16%	-5%
Cc1nn(C)c(C)c1/C=N/N=C1\CCC2C3CCc4cc(O)ccc4C3CCC12C (centres undefined)	20%[57.1 µM]	-17%	2%	-3%	-1%	-1	1%	59%[activator][57.1 µM]	-12%
COc1ccc(C(C)=O)cc1CSc1ncccn1	1%	-7%	36%	7%	5%	1	1%	5%	0%
Cc1cc(C)c(C(=O)CC(=O)c2ccccc2Cl)c(O)c1	0%[57.1 µM]	-6%	19%	-8%	3%	5	1%	-2%[57.1 µM]	?
CN(CC(=O)NC1CCN(Cc2ccccc2)CC1)S(=O)(=O)c1ccc2c(c1)c(=O)n(C)c(=O)n2C	1%	-10%	28%	9%	0%	-3	-6%	5%	13%
O=C(c1ccc(O)cc1)c1ccc(O)cc1O	-7%	-17%	40%[activator]	4%	?	2	1%	5%	22%
CSc1nnc(Cc2cc(=O)[nH]c(=O)[nH]2)n1-c1cc(C)ccc1C	-4%	-17%	23%	i	-16%	0	0%	-9%	?
CC(=O)Nc1ccn(C2OC(C(COC(C)=O)NC(=O)C(Cc3ccccc3)NC(=O)OC(C)(C)C)C(OC(C)=O)C2OC(C)=O)c(=O)n1 (centres undefined)	5%	.	20%	.	0%	.	.	11%	.
COc1ccc(NC(=O)NC2CCN(C(C)C)CC2)c(OC)c1	7%	-6%	22%	i	-4%	-3	2%	23%	-3%
CCc1ccc[n+](-c2nc([O-])sc2C=O)c1	-2%[57.1 µM]	-1%	53%[activator]	7%	-6%	4	4%	12%[57.1 µM]	0%
CSc1nc(-c2ccccc2)cc(C)c1C#N	16%	-18%	207%[activator]	-3%	-2%	9	6%	20%	6%
CCn1c(=O)cc(N2CCCCC2)[nH]c1=O	2%	-1%	15%	0%	0%	-7	-1%	0%	23%
O=C(Nc1ccccn1)c1sc2cccc(F)c2c1Cl	1%[57.1 µM]	-11%	35%	-8%	0%	-4	6%	-11%[57.1 µM]	-7%
CCC(=O)N1c2ccc(S(=O)(=O)NCCc3ccccc3)cc2CC1C (centres undefined)	9%&1%	-16%&-25%	17%&37%	-6%&5%	-6%&2%	-4&-1	2%&-2%	13%&8%	5%&6%
Cc1nc(SCc2nc3c(O)cccc3[nH]2)c2oc3ccccc3c2n1	6%[57.1 µM]	.	24%	-5%	?	-5	.	2%[57.1 µM]	0%
Cc1ccc(C)c(N2CCN(C(=O)CCc3nc(-c4ccccc4Br)no3)CC2)c1	-5%	?	76%[activator]	11%	30%	-2	-4%	-10%	0%
O=C(COC(=O)c1cc(=O)[nH]c2ccccc12)NCc1cccc(Cl)c1	5%	-10%	21%	i	11%	-2	1%	-6%	1%
SMILES	TrxR1 substrate	USP1-UAF1 inh	HP1b binding inh	PGK inhibitor	Pin1 inhibitor	PI4K2A block	IDH1 R132H inh	TrxR1 inh	GLS inh
CC(=O)c1cc(C#N)c(NCc2cc(-c3ccccc3)no2)nc1C	-9%	1%	17%	-1%	1%	-3	1%	-1%	5%
COc1ccc(-c2noc(CSc3nnc(C)n3-c3ccc(OC)cc3)n2)cc1	2%	-20%	31%	6%	-5%	-5	11%	12%	4%
c1cc(-n2cnnn2)ccc1NC1=NCCC1	-6%	-24%	54%[activator]	0%	-8%	4	6%	-10%	-11%
Cc1ccc(N2C(=O)CC(N3CCc4ccccc43)C2=O)cc1Cl (centres undefined)	-11%	-7%	31%	i	0%	5	5%	14%[57.1 µM]	1%
CCCN1CCC(=O)N(C(CSc2ccc(Br)cc2)CC(C)C)CC1 (centres undefined)	-1%	.	-22%	.	6%	.	.	13%	.
COc1ccc(/C=C(/NC(=O)c2ccccc2OC)C(=O)Nc2ccc(C(=O)O)cc2)cc1	-20%	-15%	21%	6%	-1%	2	-1%	-19%	-12%
COc1ccc(N2CCN(c3oc(-c4ccc(OC)c(OC)c4)nc3C#N)CC2)cc1	4%	-20%	7%	5%	1%	-7	3%	25%	24%
COC(=O)c1sc2cc(C(F)(F)F)cnc2c1-c1ccccn1	9%[57.1 µM]	-5%	24%	0%	2%	-7	12%	20%[11.4 µM]	-8%
Cc1ccc(-n2c(-c3cccc(C)c3)n[nH]c2=S)cc1	12%	-10%	-8%	.	3%	4	5%	?	?
Cc1cc(S(=O)(=O)Nc2cc3c(cc2C)n(C)c(=O)c(=O)n3C)ccc1F	-1%[57.1 µM]	-7%	?	i	-5%	-5	39%[activator]	1%[57.1 µM]	17%
CCn1c(C)nc([N+](=O)[O-])c1Sc1ccc(F)cc1	-2%	-12%	33%	-3%	3%	2	-4%	?	2%
Cc1ccc(S(=O)(=O)N2CCN(C(=O)c3c(-c4ccccc4)noc3C)CC2)cc1	4%[57.1 µM]	-19%	6%	-4%	1%	5	-2%	19%[57.1 µM]	-5%
CCN1CCN(C(=O)CSc2nc(N)cc(N)n2)CC1	6%	-12%	37%[activator]	-3%	-18%	-4	-9%	36%	-4%
CC(=O)N1c2ccccc2C2CCCC[C@@H]21 (some centres undefined)	0%	0%	31%	2%	2%	-2	5%	4%	14%
CC(C)C(C(=O)NCc1ccco1)N(C(=O)CNS(=O)(=O)c1ccc(Cl)cc1)C1CCCC1 (centres undefined)	-8%	-9%	-2%	-1%	-9%	-5	0%	-4%	-2%
CCOc1ccc(-c2csc(NC(=O)c3ccc(S(=O)(=O)N4CCc5ccccc5C4)cc3)n2)cc1	5%	-13%	42%[activator]	i	15%	8	4%	37%[activator]	-9%
Cc1ccc(-c2nc3c(c(SCC(=O)N(C)c4ccccc4)n2)Cc2c(CO)cnc(C)c2O3)cc1	-6%	-17%	27%	-1%	6%	-4	?	?	-11%
Cc1csc(NC(=O)CSc2ncn(-c3ccccc3)n2)n1	-10%	-10%	30%	-3%	-6%	0	8%	-6%	-16%
Cc1ccc(OCC(=O)NCCCNC(=O)c2ccccn2)cc1	5%	-2%	15%	-6%	-1%	-6	-5%	35%[activator]	-10%
CC1CN(c2nc3c(c(=O)n(C)c(=O)n3C)n2Cc2c(Cl)cccc2Cl)CC(C)O1 (centres undefined)	4%	-9%	25%	i	-9%	6	9%	23%	-5%
O=C(C[C@H]1C[C@H](C(=O)N2CCOCC2)[C@@]2(CCC3CCCC3)c3[nH]c4cc(-c5ccco5)ccc4c3CCN2C1=O)NCCC1=CCCCC1	9%	-17%	-8%	-3%	17%	2	0%	21%	1%
Cc1cc(C(=O)CSc2nc3ccccc3c(=O)[nH]2)c(C)n1CC1CCCO1 (centres undefined)	3%[57.1 µM]	-18%	-2%	-1%	1%	-2	-2%	10%[57.1 µM]	-1%
CC(CNCCCn1ccc(NC(=O)OCc2ccccc2)nc1=O)c1ccccc1 (centres undefined)	0%	-26%	28%	-1%	3%	6	-1%[38.3 µM]	16%[2.29 µM]	-13%
CCc1cccc2cc3c(N)c(C(=O)Nc4ccc(S(=O)(=O)N5CCCC5)cc4)sc3nc12	-9%[57.1 µM]	220%[activator]	40%	i	?	6	3%	10%[57.1 µM]	-14%

Gathered by group: the compounds so far with a cyano group (three)
SMILES	TrxR1 substrate	USP1-UAF1 inh	HP1b binding inh	PGK inhibitor	Pin1 inhibitor	PI4K2A block	IDH1 R132H inh	TrxR1 inh	GLS inh
CSc1nc(-c2ccccc2)cc(C)c1C#N	16%	-18%	207%[activator]	-3%	-2%	9	6%	20%	6%
CC(=O)c1cc(C#N)c(NCc2cc(-c3ccccc3)no2)nc1C	-9%	1%	17%	-1%	1%	-3	1%	-1%	5%
COc1ccc(N2CCN(c3oc(-c4ccc(OC)c(OC)c4)nc3C#N)CC2)cc1	4%	-20%	7%	5%	1%	-7	3%	25%	24%

High-throughput results from PubChem.
